HIV Rev-RRE inh: HIV-1 Rev-RRE binding inhibitors, primary screen, biochemical, FRET, protein-RNA interaction; P05866; Rev peptide-RRE RNA binding; inhibition, % at 8 µM; hit rate 0.79% among 97,000; AID 704, 2007;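 active = inhibition above the screen-wide mean plus 3 SD, cut at about 35% in these data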;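 also: 0% = median DMSO wells and 100% = median Neomycin B control wells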
Target sequence (P05866 whole entry, looked up): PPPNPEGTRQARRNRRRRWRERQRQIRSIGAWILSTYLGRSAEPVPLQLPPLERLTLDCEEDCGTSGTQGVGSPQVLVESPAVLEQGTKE
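assay system = Cy5-tagged RRE RNA duplex with fluorescein-tagged Rev peptide | incubation = 5 + 15 min at 25 °C | also added = labelled Rev peptide | measure = % inhibition of FRET ratio versus controls | benchmarks = DMSO wells as 0% and neomycin B wells as 100% inhibition | measured by = FRET fluorescence readout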
Mac1 fbg inh: inhibitors of CD11b/CD18 adhesion to fibrinogen, primary screen, K562 cells, luminescence; ATPlite luminescence; Mn2+ added to activate the integrin; inhibition, % at 10 µM; hit rate 0.54% among 93,000; AID 1497, 2009;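 active = primary inhibition of 50% or more at 10 µM, then 40% or more on retest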; also: some results filed as inactive read as strong as hits
ERb coact inh: inhibitors of ERβ-SRC1 coactivator interaction, primary screen, biochemical, TR-FRET, ERβ LBD, SRC-1 peptide | inhibition, % at 25.6 µM | TR-FRET ER-beta LBD / SRC1-Cy5 peptide binding; receptor agonist-loaded with 1 µM estradiol | Estrogen receptor beta (Homo sapiens), Q92731 | hit rate 1.3% among 86,000;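 active = compounds whose percent inhibition of the receptor-coactivator binding signal exceeds about 50% in the single-dose screen, limit read from the data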;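 also: 0% = receptor plus peptide wells without compound and 100% = peptide-only wells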
Target sequence (Q92731 whole entry, looked up, the tested form may be a part): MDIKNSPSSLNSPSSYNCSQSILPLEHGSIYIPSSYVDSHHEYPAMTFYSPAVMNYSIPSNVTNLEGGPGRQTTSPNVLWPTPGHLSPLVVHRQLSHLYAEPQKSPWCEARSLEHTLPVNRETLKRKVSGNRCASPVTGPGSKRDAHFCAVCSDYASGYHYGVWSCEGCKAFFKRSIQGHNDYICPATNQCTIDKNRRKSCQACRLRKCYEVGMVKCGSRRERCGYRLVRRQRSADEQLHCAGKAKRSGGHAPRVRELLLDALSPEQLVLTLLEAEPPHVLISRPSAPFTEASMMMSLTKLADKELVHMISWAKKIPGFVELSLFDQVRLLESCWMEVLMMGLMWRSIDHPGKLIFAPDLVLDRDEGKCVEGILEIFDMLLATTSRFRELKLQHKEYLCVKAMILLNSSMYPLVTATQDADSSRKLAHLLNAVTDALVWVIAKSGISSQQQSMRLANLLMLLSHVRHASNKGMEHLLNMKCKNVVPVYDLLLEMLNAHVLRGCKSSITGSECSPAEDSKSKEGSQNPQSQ
ERa coact pot: enhancers of ERα–SRC-1 coactivator binding, primary screen, biochemical, TR-FRET, ERα LBD, low estradiol. Estrogen receptor (Homo sapiens), P03372. TR-FRET ERalpha-LBD/SRC-Cy5 coactivator binding, 2 h; 100 = basal binding, no effect. coactivator binding (% of control), % at 25.6 µM. hit rate 1.3% among 86,000; in the data active = activity above about 200%;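 also: binding measured in presence of low estradiol as agonist stimulus; 0% = peptide alone without receptor and 100% = receptor with peptide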
Plk1 PBD FP: Plk1 polo box domain binding inhibitors, primary screen, biochemical, fluorescence polarization | Plk1 PBD phosphopeptide binding | inhibition, %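 (tested at about 20 µM)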 | hit rate 0.13% among 97,000 | AID 693, 2007; in the data active = inhibition above about 34%, passing the limit was not always enough
CD11b adhes enh: enhancers of CD11b/CD18 adhesion to fibrinogen, primary screen, K562 cells, luminescence; Integrin beta-2 (Homo sapiens) + Integrin alpha-M (Homo sapiens), P05107+P11215; ATPlite luminescence; activation, % at 10 µM; hit rate 0.07% among 93,000; AID 1499, 2009;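 active = 10 µM primary screen giving 50% or more activity, confirmed by 40% or more on retest at that dose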; also: strong numbers were not always called active
ERa coact inh: ERα–SRC-1 coactivator interaction inhibitors, primary screen, biochemical, TR-FRET, ERα LBD, estradiol-bound; Estrogen receptor (Homo sapiens), P03372; TR-FRET ER-alpha LBD / SRC-1 peptide; inhibition, % at 25.6 µM; hit rate 1.7% among 86,000; AID 629, 2007; in the data active = inhibition above about 50%;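 also: 0% = receptor plus peptide control and 100% = peptide only without receptor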
FAK blocker: FAK kinase inhibitors, primary screen, biochemical; Focal adhesion kinase 1 (Homo sapiens), Q05397; biochemical FAK kinase activity assay; inhibition, %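 (tested at 7 µM)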; hit rate 0.84% among 97,000; AID 727, 2007; in the data active = inhibition above about 19%;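 also: 0% = DMSO and 100% = reference compound high control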
PLK1 kinase inh: human PLK1 kinase inhibitors, primary screen, biochemical, TR-FRET. recombinant PLK1 kinase, TR-FRET peptide phosphorylation. inhibition, % at 10 µM. hit rate 0.53% among 97,000;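 active = inhibition of 50% or more in the single-concentration screen; inactive = inhibition below 50%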;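 also: 0% = DMSO max control and 100% = H-89 dihydrochloride min control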
* = called active by the depositor; nt = no result given; [ ] = dose if it differs, or a comment.

SMILES | HIV Rev-RRE inh | Mac1 fbg inh | ERb coact inh | ERa coact pot | Plk1 PBD FP | CD11b adhes enh | ERa coact inh | FAK blocker | PLK1 kinase inh
COc1ccc(S(=O)(=O)N(CC(=O)N2CCN(C)CC2)c2ccc(C)cc2)cc1OC | 3 | -11 | -1[fluorescence artefact?] | 121 | 1 | -4 | 6[fluorescence artefact?] | 2 | -4
CCC(=O)Nc1ccc(NC(=O)c2ccco2)cc1 | 10 | -2 | -4 | 124[fluorescence artefact?] | -16 | 0 | 4 | 3 | -5
CN1CCN(S(=O)(=O)c2cccc([N+](=O)[O-])c2)CC1 | 3 | nt | nt | nt | 17 | nt | nt | -2 | -18
S=C(Nc1ccc(Cl)cc1)NC1CC2CCCC(C1)N2C1CCCC1 (stereo not drawn) | 4 | nt | nt | nt | -19 | nt | nt | -4 | 2
CCCc1nc2ccccc2n1CCOC | 7 | -34 | -1 | 102 | 14 | 1 | -3 | 0 | 1
Oc1c(Br)cc(Br)cc1/C=N/c1nc2c(s1)CCCC2 | 15 | nt | nt | nt | -12 | nt | nt | -4 | -1
COc1ccccc1N1CCN(C(=O)CSc2nnc(NC(=O)C3CC3)s2)CC1 | 11 | -6 | 6[fluorescence artefact?] | 103 | -15 | 0 | -3[fluorescence artefact?] | 1 | -2
COc1ccccc1C(=O)Nc1nc2nc(-c3ccccc3)cc(=O)n2[nH]1 | 6 | 2 | -11 | 97 | 14 | -4 | -10 | -5 | -14
COC(=O)/C=C(\C)NC(=O)c1ccc(F)cc1 | 6 | -12 | -6 | 94 | 1 | -1 | -14 | -3 | -15
Cc1cc(Nc2nc3ccccc3nc2Cl)n(-c2ccccc2)n1 | 8 | 3 | -5 | 90 | -10 | -4 | -6 | -1 | -4
CS(=O)(=O)N(CC(=O)Nc1ccc(C(N)=O)cc1)C1CCCCC1 | 6 | -52 | 3 | 102 | -9 | 4 | 14 | 0 | -2
COc1ccc(N2CCN(C(=O)CSc3ccccc3)CC2)cc1 | -1 | 1 | -7 | 89 | -6 | -1 | -1 | -2 | -16
Cc1ccc(-c2nc(CSCC(=O)NCCN3CCN(Cc4ccccc4)CC3)c(C)o2)cc1 | 7 | 19 | -8 | 107 | 23 | -6 | -4 | 12 | -13
CCn1cc(/C=N/NS(=O)(=O)c2ccc(OC)cc2)c(C)n1 | 5 | -29 | nt | nt | 11 | 2 | nt | 1 | -8
Cc1nn(Cc2ccc(Cl)cc2)c(C)c1NC(=O)CSc1nc2c(c(C(F)(F)F)n1)CCc1ccccc1-2 | 3 | nt | nt | nt | 6 | nt | nt | 12 | -24
CCCn1c2ccccc2c2nc3ccccc3nc21 | 12 | 2 | -10 | 102[fluorescence artefact?] | -5 | 2 | -16 | 4 | 14
Cc1ccc(SCc2cc(-c3ccc(Cl)cc3)on2)cc1 | 6 | 17 | nt | nt | -4 | 14 | nt | -1 | -14
O=S(=O)(NCCSc1nc2ccccc2o1)c1ccccc1 | 1 | -1 | 7 | 109 | -1 | -4 | -8 | 3 | -8
Cc1cccc(-n2c(N)cc(=O)nc2SCC(=O)NC2CCCCC2)c1 | -3 | -5 | -6 | 86 | 13 | -1 | 1 | -2 | -8
O=C(CSc1nn(-c2ccccc2)c(=S)s1)Nn1cnnc1 | nt | 1 | 1 | 119 | nt | 1 | 0 | nt | nt
CCN1CCN(CCNC(=O)C2CCN(Cc3nc(-c4ccc(Cl)cc4)oc3C)CC2)CC1 | 3 | -4 | -1 | 98 | -20 | 2 | -9 | 0 | 65*
CCN(CC)CCCC1(CN)OCCc2ccccc21 (stereo not drawn) | 2 | -28 | nt | nt | -22 | -1 | nt | -5 | -12
Cc1cnc(-c2nnc(N(C)C(=O)C3CCCO3)s2)cn1 (stereo not drawn) | 2 | -14 | 18 | 88 | -7 | -5 | 10 | -6 | 4
COc1ccc(CNC(=O)C2CCCN2S(=O)(=O)c2ccc(Cl)cc2)cc1 (stereo not drawn) | 0 | nt | -29[fluorescence artefact?] | 106 | -25 | nt | -24 | -2 | -12
N#Cc1cc2ccccc2nc1SCc1cccnc1 | nt | -21 | -3 | 306*[fluorescence artefact?] | nt | 2 | -3 | nt | nt
CC(=O)c1ccc(N2CCN(C(=O)C3(S(=O)(=O)c4ccc(Cl)cc4)CC3)CC2)cc1 | 14 | -9 | -20 | 109[fluorescence artefact?] | 5 | -1 | -20 | -1 | -3
O=C(NCc1cccnc1)c1ccc(S(=O)(=O)N2CCCCC2)cc1 | 3 | -2 | 7 | 109 | -1 | -4 | 5 | 2 | -1
COc1cc(C)c(Cl)c(C)c1S(=O)(=O)NCc1cccnc1 | 3 | -6 | 4 | 103 | 9 | -6 | -6 | 1 | -6
CC(=C1C(=O)c2ccccc2C1=O)N1CCN(c2ccccn2)CC1 | 15 | -2 | -16 | 90 | -10 | -4 | -4 | 0 | -13
O=C(CSc1nnc(CNC(=O)c2ccco2)o1)NC1CCCC1 | 11 | 8 | -3 | 111[fluorescence artefact?] | -18 | 0 | 4 | -3 | 2
Cc1ccc(NC(=O)CCC(=O)OCCCC(F)(F)C(F)(F)F)cc1 | 21 | -2 | -2 | 112 | -14 | 5 | 2 | 2 | -72
CN(C)CCn1c(=O)n(Cc2ccco2)c(=O)c2c3c(sc21)CCCCC3 | 5 | nt | -8 | 105 | 1 | nt | 2 | 4 | -6
Cc1nn2cc(-c3ccc(N)cc3)nc2s1 | 5 | 0 | nt | nt | 13 | 0 | nt | 3 | 3
O=c1oc2ccccc2c(O)c1/C=C1\C=Nc2ccccc21 | 23 | nt | nt | nt | -16 | nt | nt | 2 | -24
COc1cc(C2CC(C(F)(F)F)n3ncc(C(=O)O)c3N2)cc(OC)c1OC (stereo not drawn) | 4 | -5 | -12[fluorescence artefact?] | 118[fluorescence artefact?] | 5 | 5 | -5 | 1 | -5
COc1cc(S(=O)(=O)NCC2OCCc3ccccc32)ccc1-n1cnnn1 (stereo not drawn) | 7 | -6 | -5 | 101 | -1 | 8 | -1 | 1 | -1
O=C(Nc1nccs1)C12CC3CC(C1)CC(C(=O)Nc1nccs1)(C3)C2 | 0 | 26 | -6 | 109 | -17 | -2 | -3 | -2 | 6
O=C(O)c1ccc2nc(CO)[nH]c2c1 | 6 | -22 | nt | nt | -4 | -8 | nt | 0 | -12
COc1ccc(S(=O)(=O)Nc2cccc(C)n2)c2ccccc12 | 2 | -9 | -12[fluorescence artefact?] | 101 | -25 | -1 | -25 | -2 | -15
Cc1nc2sc3c(O)cc(=O)[nH]c3c2c(C)c1C | 5 | -51 | 19 | 98 | -18 | 1 | 4 | 0 | 2

Brought forward from above: two compounds, followed by the next part.
SMILES | HIV Rev-RRE inh | Mac1 fbg inh | ERb coact inh | ERa coact pot | Plk1 PBD FP | CD11b adhes enh | ERa coact inh | FAK blocker | PLK1 kinase inh
COc1ccc(S(=O)(=O)Nc2cccc(C)n2)c2ccccc12 | 2 | -9 | -12[fluorescence artefact?] | 101 | -25 | -1 | -25 | -2 | -15
Cc1nc2sc3c(O)cc(=O)[nH]c3c2c(C)c1C | 5 | -51 | 19 | 98 | -18 | 1 | 4 | 0 | 2
CC(=O)Oc1ccccc1/C=C1\CCOC1=O | 5 | -2 | 11 | 93 | -19 | -1 | -1 | 1 | -7
COc1ccc(NC2=Nc3ccccc3N3C2=Nc2c(c(C)nn2-c2ccc(C)cc2)C3c2cccnc2)cc1 (stereo not drawn) | 11 | 7 | 6 | 105 | 7 | 32 | 3 | -2 | -2
O=S(=O)(c1ccccc1)c1nc(-c2ccco2)oc1NCCCn1ccnc1 | 3 | -16 | -7 | 97 | 6 | 2 | -12 | 1 | -9
COC(=O)CC1COc2ccccc2N1C(=O)c1ccc(OC)cc1 (stereo not drawn) | 0 | nt | nt | nt | 18 | nt | nt | 1 | -10
CCn1c(SCC(=O)n2nc(C)cc2C)nnc1-c1ccc2c(c1)OCO2 | 6 | 7 | nt | nt | -7 | -1 | nt | -1 | 1
O=C(C1CCC1)N(CCc1ccccc1)Cc1nc2ccccc2c(=O)[nH]1 | 9 | 64 | -18 | 110 | -28 | -1 | -17 | -2 | 0
Cc1nn(-c2cc(C)c3ccccc3n2)c2c1C1C(C2)C1(C)C (stereo not drawn) | 15 | nt | -9 | 132 | -11 | nt | -5 | 0 | -5
COc1ccccc1CNC(=O)C(CC(C)C)NS(=O)(=O)c1ccc2c(c1)oc(=O)n2C (stereo not drawn) | 4 | 0 | -4 | 113 | -22 | -2 | -5 | 0 | -17
COc1ccc(NC(=O)C2CCCN2C(=O)Nc2ccccc2)cc1OC (stereo not drawn) | 10 | nt | -5 | 91 | -2 | nt | -2 | 1 | -5
COC(=O)C1=C(C)N(C)C(=O)NC1c1ccccc1 (stereo not drawn) | 4 | 6 | 2 | 99 | 10 | -3 | -4 | 3 | 0
CCOC(=O)c1c(C)oc2ccc(O)c(CN(C)C)c12 | -4 | -4 | -2[fluorescence artefact?] | 108 | -17 | -1 | -1 | 3 | -6

Structures listed so far that contain a halogen (12):
SMILES | HIV Rev-RRE inh | Mac1 fbg inh | ERb coact inh | ERa coact pot | Plk1 PBD FP | CD11b adhes enh | ERa coact inh | FAK blocker | PLK1 kinase inh
S=C(Nc1ccc(Cl)cc1)NC1CC2CCCC(C1)N2C1CCCC1 (stereo not drawn) | 4 | nt | nt | nt | -19 | nt | nt | -4 | 2
Oc1c(Br)cc(Br)cc1/C=N/c1nc2c(s1)CCCC2 | 15 | nt | nt | nt | -12 | nt | nt | -4 | -1
COC(=O)/C=C(\C)NC(=O)c1ccc(F)cc1 | 6 | -12 | -6 | 94 | 1 | -1 | -14 | -3 | -15
Cc1cc(Nc2nc3ccccc3nc2Cl)n(-c2ccccc2)n1 | 8 | 3 | -5 | 90 | -10 | -4 | -6 | -1 | -4
Cc1nn(Cc2ccc(Cl)cc2)c(C)c1NC(=O)CSc1nc2c(c(C(F)(F)F)n1)CCc1ccccc1-2 | 3 | nt | nt | nt | 6 | nt | nt | 12 | -24
Cc1ccc(SCc2cc(-c3ccc(Cl)cc3)on2)cc1 | 6 | 17 | nt | nt | -4 | 14 | nt | -1 | -14
CCN1CCN(CCNC(=O)C2CCN(Cc3nc(-c4ccc(Cl)cc4)oc3C)CC2)CC1 | 3 | -4 | -1 | 98 | -20 | 2 | -9 | 0 | 65*
COc1ccc(CNC(=O)C2CCCN2S(=O)(=O)c2ccc(Cl)cc2)cc1 (stereo not drawn) | 0 | nt | -29[fluorescence artefact?] | 106 | -25 | nt | -24 | -2 | -12
CC(=O)c1ccc(N2CCN(C(=O)C3(S(=O)(=O)c4ccc(Cl)cc4)CC3)CC2)cc1 | 14 | -9 | -20 | 109[fluorescence artefact?] | 5 | -1 | -20 | -1 | -3
COc1cc(C)c(Cl)c(C)c1S(=O)(=O)NCc1cccnc1 | 3 | -6 | 4 | 103 | 9 | -6 | -6 | 1 | -6
Cc1ccc(NC(=O)CCC(=O)OCCCC(F)(F)C(F)(F)F)cc1 | 21 | -2 | -2 | 112 | -14 | 5 | 2 | 2 | -72
COc1cc(C2CC(C(F)(F)F)n3ncc(C(=O)O)c3N2)cc(OC)c1OC (stereo not drawn) | 4 | -5 | -12[fluorescence artefact?] | 118[fluorescence artefact?] | 5 | 5 | -5 | 1 | -5

Source: PubChem (several laboratories)
